aSyn 5UTR inh: MLPCN primary screen, SNCA 5' untranslated region. 300,000 compounds, 0.82% hits. inhibition, % (tested at 7.5 µM). alpha-synuclein 5'UTR reporter, inhibitor activity; in the data active means inhibition above about 60%; inconclusive means no clear call, values can overlap the other calls;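 further: H4 neuroglioblastoma cells stably carrying SNCA 5'UTR luciferase fusion; 0% = DMSO wells and 100% = positive control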
TRPC4 block: inhibitors of mouse TRPC4 channel; 300,000 compounds, 0.39% hits; HEK293 TRPC4beta/mu-opioid, DAMGO-evoked Fluo4 calcium flux; active compounds read low; AID 2247; B-score at 10 µM;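 active means B-score over 3 SD under the library average, no early fluorescence shift, positive overall ratio signal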
Target sequence (Q9QUQ5 whole entry, looked up): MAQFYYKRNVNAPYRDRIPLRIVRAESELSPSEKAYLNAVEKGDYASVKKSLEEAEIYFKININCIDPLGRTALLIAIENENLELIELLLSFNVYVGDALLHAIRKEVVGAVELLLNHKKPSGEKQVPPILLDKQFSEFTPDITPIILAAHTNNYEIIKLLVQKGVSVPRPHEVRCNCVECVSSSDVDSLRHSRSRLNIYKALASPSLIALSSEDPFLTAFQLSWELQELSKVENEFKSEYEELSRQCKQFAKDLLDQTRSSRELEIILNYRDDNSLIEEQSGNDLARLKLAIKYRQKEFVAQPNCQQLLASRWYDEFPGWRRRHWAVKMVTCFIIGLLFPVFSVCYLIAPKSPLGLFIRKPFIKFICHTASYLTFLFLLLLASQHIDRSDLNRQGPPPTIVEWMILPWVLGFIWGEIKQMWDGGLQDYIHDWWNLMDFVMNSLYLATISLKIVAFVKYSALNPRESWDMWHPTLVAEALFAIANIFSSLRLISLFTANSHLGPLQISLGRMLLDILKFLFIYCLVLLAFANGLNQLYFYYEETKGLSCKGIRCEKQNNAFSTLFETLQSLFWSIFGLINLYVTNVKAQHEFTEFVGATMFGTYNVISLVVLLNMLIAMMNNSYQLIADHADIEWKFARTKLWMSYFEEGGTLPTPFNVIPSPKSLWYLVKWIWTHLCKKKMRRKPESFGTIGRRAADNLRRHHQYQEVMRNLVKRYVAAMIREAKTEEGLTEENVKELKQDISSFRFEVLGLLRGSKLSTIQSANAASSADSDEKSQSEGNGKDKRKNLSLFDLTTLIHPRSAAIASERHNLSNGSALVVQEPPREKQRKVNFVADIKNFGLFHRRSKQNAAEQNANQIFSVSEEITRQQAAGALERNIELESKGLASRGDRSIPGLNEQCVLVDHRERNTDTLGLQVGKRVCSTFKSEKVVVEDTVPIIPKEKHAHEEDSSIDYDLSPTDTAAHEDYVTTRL
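System: stable TRPC4beta/mu-opioid receptor HEK293 cells; Dosing: single-point compound dosing; Measured by: Fluo4 Ca2+ flux fluorescence; Read-out basis: per-well B score of integrated baseline-normalized Fluo4 ratio.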
TRPC4 potent: allosterically enhances the mouse TRPC4 cation channel | HEK293 TRPC4beta/mu-opioid, DAMGO EC20, Fluo-4 Ca2+ flux; active compounds read high | AID 2227 | 310,000 compounds, 0.42% hits | B-score at 10 µM;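 active means B-score of calcium response area above 5 SD of library B-scores, with initial fluorescence ratio within 5 SD of library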;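 further: B-score of integrated fluorescence ratio over time as area under calcium response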
KLF5 inhibitor: kruppel-like factor 5 inhibition; DLD-1 KLF5 promoter-luciferase reporter, luminescence; inhibition, % at 5 µM; 290,000 compounds, 0.23% hits; AID 1700;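 active means inhibition above a per-plate limit of that plate's mean compound inhibition plus 3 SD, cut at about 60% in these data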;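 further: 0% = DMSO wells and 100% = LY294002 at 200 µM; higher means less KLF5 promoter-driven luciferase light; inactives centre near -14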
HIF act: HIF pathway transcriptional activation. 300,000 compounds, 0.32% hits. U2OS HRE-luciferase reporter, luminescence; normalized: DMSO 0%, desferrioxamine 100%. activation, % at 7.5 µM (by protocol);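 active means mean activation of at least 10% of the iron chelator positive control signal, with at least half of replicates also reaching 10%; inconclusive means mean and replicate majority disagree about reaching 10%; inactive means mean and most replicates under 10%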
MrgX1 antag: human MrgX1 receptor antagonism, primary screen; MRGX1-HEK293 calcium flux, Fluo-4, BAM8-22 antagonism; active compounds read low; Q96LB2; 310,000 compounds, 1.3% hits; AID 588676; B-score at 10 µM;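 active means calcium-response B-score plate-corrected more than 3 library SD below zero, starting fluorescence within 5 deviations, no agonist response on first addition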;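 further: peak minus trough fluorescence over baseline after final BAM8-22 challenge near maximal dose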
IEC-6 cytotox: kills IEC-6 intestinal cells in KLF5 counter-screen | IEC-6 cytotoxicity, luminescence viability | inhibition, % at 5 µM | 290,000 compounds, 0.78% hits; in the data active means inhibition above about 22%;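 further: 0% = plate median of test compound wells and 100% = cytotoxic reference compound wells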
SKKanGAS inh: inhibitors of SKKanGAS S. pyogenes growth in kanamycin (SK-promoter or general growth effect); 300,000 compounds, 1.3% hits; BacTiter-Glo, 6 h; inhibition, % at 7.5 µM; AID 1662;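 active means mean replicate score, as percent of positive control median, at least 50; inconclusive means mean below 50 but one replicate at or above 50; inactive means mean and every replicate below 50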;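 further: strain carries kanamycin resistance gene driven by streptokinase promoter and grows in 40 µg/ml kanamycin; loss of luminescence reflects streptokinase promoter inhibition or plain growth inhibition; 0% = median of DMSO wells and 100% = positive control at its reference dose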
TRPC6 inh: inhibitors of mouse TRPC6 channel; Q61143; HEK293-TRPC6, membrane potential dye, ACh-evoked depolarization; active compounds read low; B-score at 10 µM; 310,000 compounds, 1.1% hits; AID 2553;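 active means B-score under library mean minus 3 SD, initial fluorescence not abnormally high, positive integrated signal ratio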;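 further: B-score derived from integrated fluorescence ratio over the kinetic read; more negative B-score means stronger inhibition of depolarization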
TRPC4 agonist: TRPC4 (mouse) channel activation | Q9QUQ5 | HEK293 TRPC4beta/mu-opioid, Fluo4 calcium fluorescence; active compounds read high | B-score at 10 µM | 310,000 compounds, 0.49% hits | AID 2237;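 active means B-score above 5 SD of library B-scores, and initial fluorescence ratio not above library mean plus 5 SD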;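 further: positive B-score marks a calcium rise read as TRPC4 activation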
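Assay system: HEK293 stable line with TRPC4beta plus mu-opioid receptor. Times: dye 45 min RT, read 110 s. Measured by: kinetic Fluo4 calcium fluorescence. Measure: B score of integrated ratio. Controls: assay buffer as low control, maximal DAMGO as high control.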
TRPC6 activator: mouse TRPC6 channel activation. B-score at 10 µM. HEK293-TRPC6 membrane potential dye fluorescence; active compounds read high. Q61143. 310,000 compounds, 0.13% hits;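 active means B-score of the integrated fluorescence ratio above library mean plus 3 SD, and starting fluorescence ratio within library mean plus 5 SD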;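 further: higher score means more depolarization so channel activation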
Numbers without * were called inactive; i = inactive; u = inconclusive; x = not tested or not shown. An excerpt. The share of hits here may be higher or lower than overall.

Every second line gives: SKKanGAS inh	MrgX1 antag	TRPC4 potent	TRPC6 inh	TRPC6 activator	aSyn 5UTR inh	TRPC4 agonist	KLF5 inhibitor	HIF act	IEC-6 cytotox	TRPC4 block
COc1ccccc1N1CCN(C(CNC(=O)Oc2ccccc2)c2cccnc2)CC1 (stereo unspecified)
  -2.1	i	i	i	i	-4.5	i	-16.1	-0.1	-0.3	i
O=C1NC(=O)C2(Cc3cc([N+](=O)[O-])ccc3N3CCN(C(=O)c4ccccc4)CC32)C(=O)N1 (stereo unspecified)
  -3.8	i	i	i	i	1.0	i	-2.0	-0.2	4.2	i
C#CC1(OC(=O)c2ccccc2)CC(C)N(C)CC1C (stereo unspecified)
  -1.7	i	i	i	i	1.7	i	-21.1	0.3	2.6	i
O=C1NC(=O)N(Cc2ccc(F)cc2)C(=O)/C1=C\C=C\c1ccco1
  -5.7	i	i	i	i	-269.8	i	-2.5	-1.0	-1.4	i
CCN(CCNc1ccc([N+](=O)[O-])c2cccnc12)S(=O)(=O)c1ccccc1
  -9.2	i	i	i	i	15.5	i	4.9	0.1	-4.9	i
O=C1/C(=C/c2cccc([N+](=O)[O-])c2)N2CCC1CC2
  -2.4	i	i	i	i	-2.9	i	-30.4	-0.4	-3.6	i
COc1cc(/C=C2/C(=O)NC(=O)N(c3ccccc3)C2=O)ccc1O
  7.4	i	i	i	i	10.1	i	7.4	0.0	-5.1	i
Cc1nc2ccc(P(=O)(O)O)cc2s1
  -1.9	i	i	i	i	-13.5	i	-19.8	-0.3	-5.8	i
Nc1ccc(Cl)cc1C(=O)c1ccccc1
  3.5	i	i	i	i	35.2	i	12.2	-0.4	1.3	i
O=c1[nH]c(=S)n(Cc2ccc(F)cc2)c(O)c1C=NCc1cccnc1
  5.4	i	i	i	i	15.8	i	-5.5	-0.6	0.8	i
CCOP(=O)(OCC)C1(O)C(=O)Nc2ccc(Br)cc21 (stereo unspecified)
  -2.0	i	i	i	i	-11.3	i	-13.8	-0.4	7.3	i
O=C(CF)NC(Nc1cccc2cccnc12)C(Cl)(Cl)Cl (stereo unspecified)
  -1.4	i	i	i	i	11.5	i	-19.8	-0.5	3.3	i
O=C1NC(=O)N(c2cccc(Cl)c2)C(=O)/C1=C\c1ccc(Sc2nc3ccccc3[nH]2)o1
  0.9	i	i	i	i	-25.2	i	-3.8	0.0	9.0	i
CCCCn1c(O)c(C(C)=NCCN2CCOCC2)c(=O)[nH]c1=O
  -6.4	i	i	i	i	3.8	i	-9.5	0.1	2.1	i
CCC(=NCc1ccco1)c1c(O)n(-c2ccccc2C)c(=O)[nH]c1=O
  4.4	i	i	i	i	18.3	i	-2.0	-0.5	-0.9	i
COc1cccc(N=Cc2c(O)n(Cc3ccco3)c(=O)[nH]c2=O)c1
  7.9	i	i	i	i	-19.3	i	-9.2	-0.6	4.7	i
CC(C(=O)Nc1ccc(Br)cc1C(=O)c1ccccc1)N1CCOCC1 (stereo unspecified)
  13.4	i	i	i	i	-10.9	i	-29.6	-35.8	-8.1	i
CCOP(=O)(OCC)C(NC(=O)C(C)C)C(Cl)(Cl)Cl (stereo unspecified)
  14.9	i	i	i	i	-13.3	i	15.8	-0.3	0.3	i
O=C(COc1ccccc1)Nc1ccc(Cl)cc1C(=O)c1ccccc1
  -23.9	i	i	i	i	6.4	i	-18.5	-0.1	-6.1	i
CCC(C)c1ccc(N2C(=O)NC(=O)/C(=C/c3cccn3CCOc3ccc(C)cc3)C2=O)cc1 (stereo unspecified)
  -0.7	i	i	i	i	-65.0	i	-0.3	0.1	-4.6	i
COc1c(C)cc(C(=O)C2CCCN(Cc3cccc(O)c3)C2)cc1C (stereo unspecified)
  1.3	i	i	i	i	20.6	i	-21.3	-0.2	5.4	i
Nc1c(C(=O)NCCN2CCOCC2)c2nc3ccccc3nc2n1Cc1ccco1
  -4.6	i	i	i	i	-4.4	i	6.7	-0.4	0.2	i
O=Cc1cn(Cc2cccc(F)c2)c2ccccc12
  -13.0	i	i	i	i	u	i	9.5	-1.6	-8.7	i
Oc1c(Br)cc(Br)cc1Oc1ccc(Br)cc1Br
  106.9*	i	i	i	i	2.6	i	-28.6	0.0	2.0	i
COC(=O)C1=C(c2ccccc2)C[C@@H]2CC[C@H]1N2C(=O)N1CCCCC1
  -0.1	i	i	i	i	20.3	i	x	-0.4	x	i
O=c1[nH]c(=O)n(CCc2ccc(F)cc2)c(O)c1C=NCCCn1ccnc1
  -3.7	i	i	i	i	-4.9	i	5.4	-0.4	3.3	i
COc1cc(C(=S)N2CCOCC2)cc(OC)c1OC(=O)Cc1ccccc1
  -1.4	i	i	i	i	-5.9	i	-1.1	2.1	4.2	i
COc1ccc(-c2[nH]ncc2CNC(C)Cc2ccsc2)c(F)c1 (stereo unspecified)
  -3.1	i	i	i	i	6.5	i	-33.5	-0.1	5.8	i
Cc1ccccc1-n1c(C)cc(/C=C2/C(=O)NC(=O)N(Cc3ccco3)C2=O)c1C
  2.7	i	i	i	i	7.7	i	16.1	-0.4	-5.1	-6*
CN1C(=O)C(=Cc2ccc(N3CCCCCC3)cc2)C(=O)N(C)C1=O
  -6.4	i	i	i	i	-13.2	i	-37.2	0.8	3.1	i
NC(N)=N/N=C/c1cn(-c2ccccc2)nc1-c1cccs1
  6.8	i	i	i	i	-38.2	97*	-19.6	-9.9	15.2	i
CCCCn1c(O)c(C(C)=NCC2CCCO2)c(=O)[nH]c1=O (stereo unspecified)
  4.4	i	i	i	i	17.5	i	-16.5	-0.2	-5.6	i
C=C1C[C@]2(O)[C@@]3(C)CCC(=O)C(C)(C)C3=C(O)C(=O)[C@@]2(C)[C@@H]2C(=O)O[C@@](C)(C(=O)OC)C(=O)[C@@]12C
  6.1	i	i	i	i	-36.6	i	-66.2	0.8	-1.2	i
Cc1[nH]c2ccccc2c1C(=O)CN1CC=C(c2ccccc2)CC1
  -10.9	i	i	i	i	5.8	i	-12.0	0.1	-4.3	i
Cn1c(O)c(C=NC2C(=O)C3(C)CCC2C3(C)C)c(=O)n(C)c1=O (stereo unspecified)
  -4.0	i	i	i	i	0.5	i	-8.0	-0.2	-2.6	i
CCC(C)C(NC(=O)CCCNC(=O)CCC(=O)OC1O[C@H]2OC3(C)CC[C@H]4[C@H](C)CCC(C1C)C24OO3)C(=O)O (stereo partly specified)
  -0.5	i	i	i	i	-15.0	i	83.2*	0.0	34.4*	i
CC1CN(c2cc([N+](=O)[O-])ccc2Cl)CC(C)N1 (stereo unspecified)
  x	i	i	i	i	-9.4	i	8.0	0.1	10.6	i
CCOC(=O)C1(CCc2ccccc2)CCN(Cc2ccco2)CC1
  2.2	i	i	i	i	17.8	i	-0.9	-0.1	-2.8	-8*
FCCN(CCF)c1cccc(Cl)c1
  0.1	i	i	i	i	10.0	i	-8.1	0.3	-5.0	i
Cc1ccc(C(=O)C2CN3CCC2CC3)cc1 (stereo unspecified)
  1.4	i	i	i	i	-20.7	i	-16.5	0.3	3.5	i
Cc1ccccc1NC(=O)c1cc(-c2ccccc2)n(CCCN2CCOCC2)c1C
  -15.3	i	i	i	i	1.1	i	-1.0	-0.6	3.0	i
O=C(c1ccc(CNS(=O)(=O)c2ccc(Br)cc2)cc1)N1CCC2(CC1)OCCO2
  2.4	i	i	i	i	-2.2	i	-22.9	0.2	-5.3	i
CCn1cc(/C=c2/sc3n(c2=O)C2c4ccccc4OC(C)(N=3)C2C(=O)OC)c(C)n1 (stereo unspecified)
  3.5	i	i	i	i	22.1	i	-16.0	-0.4	0.7	i
Cc1ccc2[nH]c(=S)n(-c3cccnc3)c(=O)c2c1
  -8.8	i	i	i	i	10.6	i	-4.2	1.2	4.7	i
CCOC(=O)c1c(C)[nH]c(C)c1C(=O)C(Cc1ccccc1)N(C)C (stereo unspecified)
  6.0	i	i	i	i	-6.1	i	-87.7	-0.2	3.3	i
O=C1NC(=O)C(CCc2ccncc2)(CCc2ccncc2)C(=O)N1CCc1ccccc1
  1.9	i	i	i	i	-7.4	i	-30.4	-0.1	0.9	i
COc1ccc(N2C(=O)NC(=O)/C(=C\c3ccccc3[N+](=O)[O-])C2=O)cc1
  2.2	i	i	i	i	4.6	i	-6.3	-0.1	-2.8	i
FC(F)(F)c1ccc2c(c1)nnn2C1CCN(Cc2nnnn2Cc2ccccc2)CC1
  0.0	i	i	i	i	28.4	i	-30.2	-0.2	-0.8	i
COc1cccc(-n2c(/C=C/c3ccccn3)nc3ccccc3c2=O)c1
  -1.6	i	i	i	i	-26.7	i	-18.0	-2.1	2.3	i
CC1CCCCN1CC(O)c1c[nH]c2ccccc12 (stereo unspecified)
  -1.1	i	i	i	i	-3.3	i	-26.1	0.0	1.6	i
O=C(c1cccc(Cl)c1)C1CCCN(Cc2ccon2)C1 (stereo unspecified)
  -1.7	i	i	i	i	0.7	i	12.4	-0.1	6.5	i
C/C(=N\NC(=O)c1ccccc1)c1c(O)n(Cc2ccccc2)c(=O)[nH]c1=O
  10.0	i	i	i	i	-24.0	i	-98.2	0.6	8.6	i
COc1ccccc1-n1c(O)c(C=NC2CC2)c(=O)[nH]c1=O
  -1.6	i	i	i	i	7.2	i	-23.8	-0.1	-0.2	i
CC(C)CN1CCN(Cc2ccc(C(F)(F)F)cc2)CC1CCO (stereo unspecified)
  -1.2	i	i	i	i	-26.4	i	-3.2	-0.1	0.9	i
CC(=O)c1c(C)n(CC2CCCO2)c2ccc(O)cc12 (stereo unspecified)
  2.4	i	i	i	i	22.8	i	-19.7	-0.2	3.9	i
COc1ccc(NC(=O)c2cn(CCC#N)nc2-c2cccc([N+](=O)[O-])c2)cc1
  3.6	i	i	i	i	24.5	i	-35.2	x	4.6	i
C[C@H](NC(=O)N1C[C@H]2C[C@@H](C1)c1cccc(=O)n1C2)C(=O)Nc1cccc(F)c1
  3.3	i	i	i	i	5.9	i	-2.9	-0.1	-5.1	i
Cc1ccc(C)c(NC(=O)CCNC(=O)N2C[C@H]3C[C@@H](C2)c2cccc(=O)n2C3)c1
  1.8	i	i	i	i	10.8	i	-3.4	-0.2	0.1	i
